Assay outcomes as filed in PubChem.
GPR55 LPI antagonism = GPR55 antagonists blocking LPI-driven arrestin recruitment, primary screen, imaging, U2OS, beta-arrestin-GFP, LPI agonist (AID 2013) | G-protein coupled receptor 55 (Homo sapiens) | U2OS GPR55 beta-arrestin-GFP translocation imaging, LPI antagonism; higher % means a stronger effect | inhibition, % at 10 µM, or IC50 in µM where a hit was titrated | 0.13% of 290,000 active;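 active = spots per cell inhibited over 60%, with over 100 cells counted and total cytoplasm intensity under 500,000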;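 note: U2OS cells stably carrying GPR55 and arrestin-GFP stimulated by 5 µM LPI near EC80; imaged beta-arrestin-GFP aggregate spots per cell after agonist stimulation; plate controls were LPI-stimulated DMSO wells for no effect and DMSO wells without LPI for full effect; some results filed as inactive read as strong as hits; confirmed hits need IC50 under 10 µM and bright autofluorescent wells are also inconclusive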
MgcRacGAP inhibition = MgcRacGAP GTPase-activating activity inhibitors, confirmation, biochemical, ADP Hunter fluorescence; Rac GTPase-activating protein 1 (Homo sapiens); MgcRacGAP-stimulated Rac1 GTP hydrolysis, ADP Hunter fluorescence; higher % means a stronger effect; GST-tagged Rac1 F28L mutant substrate; inhibition, % at 30 µM; hits with a dose series show IC50 in µM; 0.6% of 340,000 active;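 active = first-screen hits whose inhibition reached a set limit at any dose in the follow-up dose series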;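 note: fluorescence reports GDP produced by GAP-driven GTP hydrolysis; strong numbers were not always called active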
LYP inhibition = inhibitors of LYP phosphatase, biochemical, fluorescence intensity, uHTS (AID 1779). Tyrosine-protein phosphatase non-receptor type 22 (Homo sapiens). recombinant LYP phosphatase, fluorescence intensity; higher % means a stronger effect. one-dose inhibition, % at 11.5 µM; IC50 in µM for titrated hits. 0.054% of 290,000 active; in the data active = inhibition above about 50%;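 note: plate controls were vehicle with enzyme for no effect and no enzyme for full effect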
SV40 large T antigen = SV40 large T antigen inhibitors, biochemical (AID 1903) | SV40 large T antigen ATPase/helicase inhibition assay; higher % means a stronger effect | inhibition, % at 20 µM; hits with a dose series show IC50 in µM | 0.39% of 310,000 active; in the data active = a potency from the dose series; note: strong numbers were not always called active
NTR1 agonist = agonists of NTR1, primary screen, imaging, U2OS cells, beta-arrestin-GFP, high content (AID 493036). 0.17% of 330,000 active. activation, % at 20 µM. Neurotensin receptor type 1 (Homo sapiens), P30989. NTR1-U2OS beta-arrestin-GFP spot imaging, agonist mode;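 active = activation at or above 40% of the spot to cytoplasm intensity ratio, with at least 20 cells analyzed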;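 note: 0% = DMSO without peptide and 100% = 100 nM NTR1 peptide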
Target sequence (P30989 whole entry, looked up): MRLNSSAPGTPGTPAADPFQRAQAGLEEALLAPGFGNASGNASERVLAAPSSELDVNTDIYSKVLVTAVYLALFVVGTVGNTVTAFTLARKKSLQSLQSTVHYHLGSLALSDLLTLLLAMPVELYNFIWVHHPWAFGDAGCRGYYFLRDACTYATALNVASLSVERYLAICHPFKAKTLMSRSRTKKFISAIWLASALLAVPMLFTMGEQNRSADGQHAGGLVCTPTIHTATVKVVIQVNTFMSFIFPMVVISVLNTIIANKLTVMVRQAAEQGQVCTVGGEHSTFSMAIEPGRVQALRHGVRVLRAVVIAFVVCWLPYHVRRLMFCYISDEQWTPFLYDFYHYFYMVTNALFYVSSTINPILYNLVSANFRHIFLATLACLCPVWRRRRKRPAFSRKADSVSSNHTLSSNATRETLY
T cell modulator = modulators of CD8 T cell-vesicle binding, primary screen, mouse 2C CD8+ T cells, flow cytometry; 0.068% of 330,000 active; 2C CD8+ T cell-vesicle binding; stronger effect = lower value; calls only at 7 µM;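 active = response, share of CD8 T cells binding vesicles, and their 90th percentile fluorescence all below set limits, cut at about 80% in these data, passing the limit was not always enough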
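Material: 2C TCR transgenic mouse naive CD8+ T cells, MACS-purified. Also added: QL9-charged Drosophila Ld/ICAM-1/B7-1 vesicles. Timing: binding 1.5 h at 37 °C. Measured by: high-throughput flow cytometry with anti-B7-1 and anti-CD8 staining. Read-out: percent CD8+ FL2 mean versus row control. Controls: Unloaded micro-vesicles (low), QL9 vesicles with 0.7% DMSO (high).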
GPR35 arrestin U2OS = GPR35 antagonists blocking zaprinast-driven arrestin recruitment, primary screen, imaging, U2OS, beta-arrestin-GFP, zaprinast agonist (AID 2058); G-protein coupled receptor 35 (Homo sapiens); U2OS GPR35 beta-arrestin-GFP translocation imaging, zaprinast antagonism; higher % means a stronger effect; inhibition, % at 10 µM, or IC50 in µM where a hit was titrated; 0.052% of 290,000 active;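 active = inhibition of at least 50% with at least 30 cells and total cytoplasm GFP at most 10,000,000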
Lipid droplet = inhibitors of hepatocyte lipid droplet formation, primary screen, imaging, high-throughput imaging, BODIPY stain; inhibition, % at 6.5 µM; 0.4% of 240,000 active; AML12 mouse hepatocytes, oleate lipid droplets;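 active = lipid droplet intensity inhibited by at least 50%, with more than 500 cells counted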
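Assay system: AML12 mouse liver cells | Compound dosing: One dose, 6.5 µM compound | Read-out basis: Droplet intensity reduction, % inhibition | Measured by: Fluorescence imaging, 20x objective, two fields per well | Schedule: Overnight treatment with compound plus oleate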
GPR55 activation = GPR55 agonists via beta-arrestin recruitment, primary screen, imaging, U2OS cells, beta-arrestin-GFP redistribution (AID 1961). U2OS GPR55 beta-arrestin-GFP redistribution imaging; higher % means a stronger effect. one-dose activation, % at 10 µM; EC50 in µM for titrated hits. 0.048% of 290,000 active;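 active = activation above 40% with more than 50 cells counted in the well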;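 note: U2OS osteosarcoma cells stably expressing GPR55 and beta-arrestin-GFP; plate controls were DMSO negative control for no effect and LPI positive control for full effect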
Lipid droplet cells 6.5 µM = also measured in Lipid droplet; calls as there; cell count; measured here: cell count, cytotoxicity flag;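 cells counted across two imaged fields per well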
T cell modulator vesicle-bound % = also measured in T cell modulator; calls as there; double positive events, %; measured here: CD8+ vesicle-bound cell fraction;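 binding gate set so that unloaded-vesicle control wells show 10% double positive cells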
NTR1 agonist cell count 20 µM = also measured in NTR1 agonist; calls as there; cell count; measured here: cell count, cytotoxicity flag
Numbers without * were called inactive; i = inactive; x = no result given.

SMILES	GPR55 LPI antagonism	MgcRacGAP inhibition	LYP inhibition	SV40 large T antigen	NTR1 agonist	NTR1 agonist cell count 20 µM	T cell modulator	T cell modulator vesicle-bound %	GPR35 arrestin U2OS	Lipid droplet	Lipid droplet cells 6.5 µM	GPR55 activation
CCC(C)NCCCCOc1ccc(Br)cc1 (stereo not given)	7%	17%	9%	6%	-0.8	47	i	49	-2%	-40	362	-0.4%
CCN(CC(=O)Nc1cccc(OC)c1)C(=O)C1CCN(C(=O)Nc2ccccc2)CC1	3%	6%	-3%	12%	-1.6	95	i	30	3%	x	x	0.3%
Cc1ccc(NC(=O)CN(C)C(=O)COC(=O)/C=C/c2cccs2)cc1	x	-3%	x	20%	-1.2	52	i	46	x	x	x	x
Cc1cccc(OCC(=O)Nc2ccc(N3CCN(C(=O)c4ccco4)CC3)cc2)c1	-2%	3%	-3%	24%	0.7	59	i	36	12%	x	x	-0.1%
COc1ccc(C2C(C(=O)c3sc(C)nc3C)=C(O)C(=O)N2CCN(C)C)cc1OC (stereo not given)	-12%	9%	-1%	5%	2.5	49	i	12	17%	-2	687	0.1%
COc1ccc(NC(=O)c2nnn(Cc3cccc(F)c3)c2N)c(OC)c1	-7%	11%	-8%	-1%	-1.3	56	i	64	6%	x	x	-0.1%
O=C(CCCSc1ccccc1)Nc1nc(-c2ccccn2)cs1	4%	9%	-1%	17%	2.4	43	i	60	4%	15	826	-0.2%
O=C(O)c1cccc(NC(=O)C2CC(=O)N(Cc3ccccc3)C2)c1 (stereo not given)	18%	9%	-6%	2%	-0.4	35	i	57	-6%	-1	807	0.2%
Cc1occc1-c1nnc(SCC(=O)NCCc2ccccc2)o1	5%	1%	-8%	0%	-0.7	47	i	47	-6%	5	669	0.1%
CSc1ccc(/C=N/NC(=O)CN2CCN(Cc3ccc(Cl)cc3)CC2)cc1	-8%	2%	-1%	5%	-0.3	58	i	34	4%	19	631	-0.3%
COC(CNC(=O)CSCc1nc(-c2ccc(SC)cc2)oc1C)OC	12%	1%	-4%	7%	0.0	72	i	40	-13%	0	767	-0.3%
CCNC(=O)/N=C1/NC(=O)C(C(C)C)O1 (stereo not given)	21%	7%	-7%	1%	-0.9	84	i	30	0%	x	x	0.3%
O=C(CCSCc1ccccc1Cl)NCc1ccco1	12%	1%	-8%	4%	-0.2	65	i	23	6%	-1	784	0.1%
COc1ccc(CC(=O)N2CCN=C2SC)cc1	-9%	7%	-10%	-9%	2.6	49	i	25	12%	x	x	-0.2%
Cc1ccc(-c2ccc(/C=C(\C#N)C(=O)Nc3cc(C)nn3-c3ccccc3)o2)cc1	6%	x	-1%	2%	12	94	i	44	3%	-10	575	1.3%
CCCN(CCC)CCCNC(=O)c1ccc2c(Cl)c3c(nc2c1)CCC3	0%	x	-7%	6%	-1.1	99	i	56	4%	-20	809	-0.1%
CCc1[nH]nc(C(=O)N2CCCC(Nc3ccc(C(C)C)cc3)C2)c1C (stereo not given)	6%	5%	-3%	14%	0.3	60	i	23	0%	x	x	-0.1%
O=C(C1CCCN(c2ncccn2)C1)N1CCc2ccccc21 (stereo not given)	4%	4%	-4%	0%	0.9	77	i	39	-13%	x	x	0.2%
Cc1ccc(N(C)C(=O)CC(C)S(=O)(=O)c2ccc3c(c2)NC(=O)CO3)cc1 (stereo not given)	-7%	8%	-11%	-3%	2.1	63	i	24	13%	-28	659	0.0%
O=C(Nc1ccccc1)N1CCN(c2ncccn2)CC1	-10%	8%	-3%	6%	-1.6	53	i	42	-18%	4	608	-0.3%
O=S(=O)(c1ccc(Cl)cc1)N1CCCN(c2ccc(C(F)(F)F)cn2)CC1	-8%	1%	0%	-1%	3.0	57	i	19	-16%	-24	704	-0.1%
COc1ccc(S(=O)(=O)N(C)CC(=O)NCc2cccnc2)cc1OC	3%	9%	-8%	7%	0.7	50	i	34	-8%	10	703	-0.1%
COc1cccc(NC(=S)N(CCC(C)C)C2CCN(C(C)=O)CC2)c1	10%	1%	-1%	25%	-0.7	88	i	43	2%	x	x	0.0%
Cc1cc(C(F)(F)F)nn1CC(=O)N1CCCCC1C (stereo not given)	1%	14%	-9%	10%	1.0	41	i	24	10%	x	x	0.6%
O=C(CCC(=O)N(CC(=O)NC1CCCCC1)Cc1ccc(F)cc1)Nc1nccs1	-4%	1%	-2%	-4%	0.4	47	i	21	20%	0	801	-0.2%

Part of the list above with just GPR35 arrestin U2OS:
SMILES | GPR35 arrestin U2OS
O=C(C1CCCN(c2ncccn2)C1)N1CCc2ccccc21 (stereo not given) | -13%
Cc1ccc(N(C)C(=O)CC(C)S(=O)(=O)c2ccc3c(c2)NC(=O)CO3)cc1 (stereo not given) | 13%

Compound profiles, as listed above. Order of values: GPR55 LPI antagonism	MgcRacGAP inhibition	LYP inhibition	SV40 large T antigen	NTR1 agonist	NTR1 agonist cell count 20 µM	T cell modulator	T cell modulator vesicle-bound %	GPR35 arrestin U2OS	Lipid droplet	Lipid droplet cells 6.5 µM	GPR55 activation
`CCNC(=O)/N=C1/NC(=O)C(C(C)C)O1` (stereo not given) is listed with 21%	7%	-7%	1%	-0.9	84	i	30	0%	x	x	0.3%
`O=C(Nc1ccccc1)N1CCN(c2ncccn2)CC1` is listed with -10%	8%	-3%	6%	-1.6	53	i	42	-18%	4	608	-0.3%

The main list resumes, repeating the 2 entries before the break.
SMILES	GPR55 LPI antagonism	MgcRacGAP inhibition	LYP inhibition	SV40 large T antigen	NTR1 agonist	NTR1 agonist cell count 20 µM	T cell modulator	T cell modulator vesicle-bound %	GPR35 arrestin U2OS	Lipid droplet	Lipid droplet cells 6.5 µM	GPR55 activation
Cc1cc(C(F)(F)F)nn1CC(=O)N1CCCCC1C (stereo not given)	1%	14%	-9%	10%	1.0	41	i	24	10%	x	x	0.6%
O=C(CCC(=O)N(CC(=O)NC1CCCCC1)Cc1ccc(F)cc1)Nc1nccs1	-4%	1%	-2%	-4%	0.4	47	i	21	20%	0	801	-0.2%
COc1ccc(CCNC(=O)CSc2ccc3nnc(CCNC(=O)c4ccccc4)n3n2)cc1OC	-2%	8%	-13%	5%	0.8	71	i	10	-5%	-7	685	-0.2%
CCOc1ccccc1N1CCN(C(=O)CC(C)C)CC1	10%	4%	-3%	3%	1.5	77	i	31	-3%	-107	547	-0.4%
NS(=O)(=O)c1cccc(NC(=O)CSc2nnc(-c3ccccc3F)n2C2CC2)c1	-8%	-16%	-1%	14%	2.3	68	i	48	3%	-23	666	-0.3%
C=CCN=C1S/C(=C\c2ccc(Cl)cc2)C(=O)N1CC=C	-4%	x	0%	3%	1.9	69	i	15	13%	8	735	-0.3%
CCCN(CC1CC1)C(=S)Nc1ccc(C(C)=O)cc1	6%	6%	-7%	9%	3.1	38	i	54	2%	2	735	-0.2%
O=C(Nc1cccc2[nH]ncc12)c1ccc(F)cc1	-4%	4%	-7%	20%	-2.1	75	i	18	10%	x	x	0.2%
COCCN1CC(=O)N(c2cccc(C)c2C)C(c2ccc(Cl)cc2)C1=O (stereo not given)	7%	5%	-5%	1%	0.6	56	i	50	-3%	x	x	-0.2%
CC1CCN(C(=O)Cn2c(=O)n(Cc3ccc4c(c3)OCO4)c(=O)c3ccccc32)CC1	-2%	-4%	4%	10%	0.7	63	i	18	11%	-1	693	0.0%
CCC(Sc1nc2ccc(C)cc2[nH]1)C(=O)O (stereo not given)	10%	0%	-9%	6%	-0.5	51	i	46	16%	9	767	-0.1%
CCCCn1c(N)c(N(CCOC)C(=O)c2oc3ccc(OC)cc3c2C)c(=O)[nH]c1=O	17%	7%	0%	15%	-0.3	80	i	11	9%	7	843	-0.1%
CC(C)c1cc(C(=O)NC2CCCc3c2cnn3-c2ccccc2F)no1 (stereo not given)	7%	6%	-10%	10%	1.2	61	i	18	10%	-12	697	-0.2%
O=C(NCc1ccc2c(c1)OCO2)C(=O)NCC1OCCN1S(=O)(=O)c1ccc(Br)cc1 (stereo not given)	3%	5%	-1%	29%	0.2	49	i	22	10%	4	867	0.4%
N#CC1CC(c2ccc([N+](=O)[O-])cc2)=NN1c1ccc([N+](=O)[O-])cc1 (stereo not given)	12%	7%	-1%	3%	-0.6	42	i	44	-10%	3	714	0.0%
O=C1CC(C2CCCO2)C(=O)N1c1ccc(Cl)c(Cl)c1 (stereo not given)	1%	4%	-11%	8%	0.2	70	i	61	2%	3	760	0.0%
CCOc1ccccc1NC(=S)NCC1CCCO1 (stereo not given)	8%	7%	2%	14%	3.9	78	i	29	11%	0	594	0.4%
COc1cc(C2NC(=O)NC(C)=C2[N+](=O)[O-])cc(OC)c1OC (stereo not given)	4%	10%	-4%	9%	0.6	47	i	59	8%	1	692	0.6%
COC(=O)c1cc2c(ccn2-c2ccc(F)cc2)n1Cc1ccc(C#N)cc1	8%	7%	-5%	0%	2.7	41	i	45	7%	-5	592	0.4%
Cc1ccc(C(C)C)cc1OCC(=O)Nc1ccccc1N1CCCC1	13%	-2%	-3%	14%	9.1	54	i	22	16%	-12	800	-0.1%
CCOc1ccc(NS(=O)(=O)c2ccc(-c3ccc(=O)[nH]n3)o2)cc1	13%	2%	-10%	9%	-1.4	73	i	9	3%	-6	720	1.3%
Cc1ccccc1C(=O)NC(=S)Nc1cccc(NC(=O)C(C)C)c1	-1%	8%	-10%	6%	0.5	79	i	58	14%	10	662	0.5%
CCOC(=O)c1ccc(NC(=O)Nc2c(C)n(C)n(-c3ccccc3)c2=O)cc1	11%	7%	-10%	3%	-0.4	69	i	48	-8%	5	722	-0.1%
